Granule exo inh: lytic granule exocytosis inhibition | 360,000 compounds, 0.66% hits | TALL-104 LAMP-1 surface exposure, flow cytometry; cells stimulated with thapsigargin and PMA | inhibition, % at 10 µM;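 active = inhibition above about 55%, limit read from the data; inconclusive = no clear call, values can overlap the other calls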
ABCB6 inh 2: human ABCB6 transporter inhibition; Q9NP58; fluorescence ratio to DMSO, % at 10 µM; 360,000 compounds, 0.19% hits; AID 602162; K562-ABCB6 porphyrin accumulation, flow cytometry, 1 h; active compounds read low;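 active = fluorescence ratio to DMSO below 75%, the collection mean minus 3 SD; inconclusive = too few cells collected in the well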;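 also: signal is porphyrin accumulated inside mitochondria; 100% equals median channel fluorescence of DMSO control wells; lower ratio means ABCB6 inhibition with less porphyrin fluorescence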
aDG glyco up: alpha-DG glycosylation activation | 360,000 compounds, 0.22% hits | Pro5-aDG cells, alpha-DG glycosylation AlphaScreen (IIH6); 0% Pro5, 100% B10-LARGE cell signal | activation, % at 10 µM;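 active = activation of at least 8% versus controls, or a plate z-score of at least 8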;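 also: Pro5 are CHO cells carrying HIG-tagged alpha-DG that lacks glycosylation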
TLR9-MyD88 inh: blocks human TLR9 binding to MyD88; 340,000 compounds, 0.21% hits; inhibition, % at 4.98 µM; CHO BLA complementation TLR9-MyD88, CCF4 FRET ratio;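 active = inhibition above the mean over all tested compounds plus 3 SD, cut at about 21% in these data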;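 also: 0% = DMSO only wells and 100% = clavulanate BLA inhibitor control wells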
NOD2 RIPK2 PPI: NOD2-RIPK2 protein interaction inhibition | O43353 | CHO BLA complementation NOD2-RIPK2, CCF4 ratio | inhibition, % at 4.98 µM | 360,000 compounds, 0.38% hits | AID 624267; in the data active = inhibition above about 21%;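 also: 0% = vehicle only and 100% = reference blocker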
Target sequence (O43353 whole entry, looked up): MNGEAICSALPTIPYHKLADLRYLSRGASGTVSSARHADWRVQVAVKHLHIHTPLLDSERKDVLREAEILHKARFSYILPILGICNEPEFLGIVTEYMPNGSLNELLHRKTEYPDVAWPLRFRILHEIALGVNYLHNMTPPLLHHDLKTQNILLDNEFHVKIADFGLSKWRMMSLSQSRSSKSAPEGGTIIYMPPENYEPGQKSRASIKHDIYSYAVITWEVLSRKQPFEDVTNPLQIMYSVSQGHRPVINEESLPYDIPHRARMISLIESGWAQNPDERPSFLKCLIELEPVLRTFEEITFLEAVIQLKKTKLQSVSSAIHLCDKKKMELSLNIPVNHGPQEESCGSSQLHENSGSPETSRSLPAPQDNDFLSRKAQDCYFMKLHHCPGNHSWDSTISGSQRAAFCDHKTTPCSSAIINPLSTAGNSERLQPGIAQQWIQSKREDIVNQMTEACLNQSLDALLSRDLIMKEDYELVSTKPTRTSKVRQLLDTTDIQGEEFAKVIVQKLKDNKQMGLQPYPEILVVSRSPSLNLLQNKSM
MC4R barr agon: activates human MC4R beta-arrestin recruitment. activation, % at 8.9 µM. AID 540308. U2OS MC4R beta-arrestin complementation, luminescence; percent of melanotan II response, DMSO zero. P32245. 360,000 compounds, 0.98% hits;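 active = activation above a per-plate cutoff, the mean activation of sample wells on that plate plus 3 SD, cut at about 8% in these data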
MC4R antag cAMP: human MC4R antagonism in cAMP assay; P32245; MC4R-expressing cells, MTII-stimulated cAMP, LANCE TR-FRET; inhibition, % at 6.5 µM; 360,000 compounds, 0.48% hits; AID 540295;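 active = inhibition above its plate's cutoff, the mean of tested wells on that plate plus 3 SD, cut at about 29% in these data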;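 also: 0% = Melanotan II alone and 100% = Melanotan II plus saturating MCL0020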
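Assay system: U2OS-MC4R stable cell line; Also added: Melanotan II; Technique: Eu-cAMP/anti-cAMP TR-FRET, emission 671 nm; Times: 30-min compound, 1-h challenge, 1-h detection, room temperature.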
Vif inh: inhibitors of HIV Vif; HEK293T cells, Vif self-association by quenched fluorescence, imaging, 24 h; inhibition, % at 7.49 µM; 340,000 compounds, 0.35% hits; in the data active = inhibition above about 50%, passing the limit was not always enough; inconclusive = no clear call, values can overlap the other calls; inactive = below about 31%; also: some results filed as inactive read as strong as hits
Glyco luc inh: blocks N-linked glycosylation in D54 reporter cells. D54 ERlucT glycosylation luciferase reporter, 24 h; percent of 100 nM tunicamycin response. reporter increase, % at 12.5 µM. 360,000 compounds, 0.23% hits;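 active = mean luciferase reporter signal, scaled so untreated is 0 and the glycosylation-blocking control 100, at or above a set limit in every replicate; inconclusive = mean reaches the limit but not every replicate does; inactive = mean below the limit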;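 also: luciferase carries N-glycosylation sites so blocking glycosylation raises the light; 0% = median of neutral control wells and 100% = median of 100 nM tunicamycin wells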
ABHD5 PLIN5 PPI: ABHD5-PLIN5 protein interaction inhibition; 360,000 compounds, 0.78% hits; Split G. princeps luciferase complementation, luminescence, 4 h; Q00G26+Q8WTS1; inhibition, % at 4 µM;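 active = inhibition above the mean inhibition across every tested compound plus 3 SD, cut at about 22% in these data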;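 also: 0% = DMSO only wells and the 100% control is not disclosed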
* hit, by the source's call; ? = inconclusive; . = no result given.

The first 2 compounds as a preview:
no.	SMILES	Granule exo inh	ABCB6 inh 2	aDG glyco up	TLR9-MyD88 inh	NOD2 RIPK2 PPI	MC4R barr agon	MC4R antag cAMP	Vif inh	Glyco luc inh	ABHD5 PLIN5 PPI
1	COc1ccccc1-n1c(/C=C/c2ccccn2)nc2ccccc2c1=O	-12.8	96.0	0.2	-5.1	-47.8	-1.3	4.3	-9.4	-6.8	12.4
2	CC(=O)c1ccc(-c2ccccc2)cc1	-3.3	106.0	0.1	2.6	6.8	-1.4	1.0	-0.5	-0.2	-0.3

All compounds of this part (from the top)
no.	SMILES	Granule exo inh	ABCB6 inh 2	aDG glyco up	TLR9-MyD88 inh	NOD2 RIPK2 PPI	MC4R barr agon	MC4R antag cAMP	Vif inh	Glyco luc inh	ABHD5 PLIN5 PPI
1	COc1ccccc1-n1c(/C=C/c2ccccn2)nc2ccccc2c1=O	-12.8	96.0	0.2	-5.1	-47.8	-1.3	4.3	-9.4	-6.8	12.4
2	CC(=O)c1ccc(-c2ccccc2)cc1	-3.3	106.0	0.1	2.6	6.8	-1.4	1.0	-0.5	-0.2	-0.3
3	CC(=O)OC1N=C(c2ccccc2)c2cc(Br)ccc2N(C)C1=O (configuration not stated)	0.8	96.0	-0.2	9.4	0.5	-0.7	3.4	-3.3	2.0	1.8
4	Cc1ccc(S(=O)(=O)N2CCC(C(=O)N3CCC4(CC3)OCCO4)CC2)cc1	-2.0	102.0	-0.3	-3.7	8.2	1.8	-5.7	.	-0.2	15.5
5	Cc1ccc2c(c1)C1CN(C)CCC1N2C(=O)c1cccs1 (configuration not stated)	-10.3	98.0	-0.2	-8.1	-8.2	-0.4	-7.8	-0.7	-1.3	-1.7
6	CC(C(=O)c1ccccc1)N1C(=O)c2ccccc2C1=O (configuration not stated)	2.6	99.0	-0.3	-11.5	0.0	-2.0	10.4	-1.5	1.4	0.0
7	CN1CCN(CCOC2c3ccccc3CSc3ccc(Cl)cc32)CC1 (configuration not stated)	11.7	98.0	1.5	12.4	11.7	-0.7	5.7	-8.7	-1.5	14.3
8	O=C(c1csc2c1CCCCC2)N1CCC2(CC1)OCCO2	-2.9	102.0	0.0	0.5	9.2	1.8	3.5	1.7	0.1	4.7
9	O=C1NC(=O)N(c2cccc(Br)c2)C(=O)/C1=C/c1ccsc1	-0.2	100.0	-0.4	7.1	-2.1	-2.5	0.9	-1.4	3.7	18.8
10	COc1ccc(C2NCCc3[nH]cnc32)cc1 (configuration not stated)	-1.4	120.0	0.0	5.3	4.8	-2.6	-0.2	11.6	-0.2	-6.1
11	CC(=O)C1C(N2CC2)CC2C3CCC4=CC(=O)CCC4(C)C3CCC21C (configuration not stated)	7.6	91.0	1.0	-1.6	9.7	-2.9	-0.3	-4.1	-1.6	-4.8
12	CCOP(=O)(C#CC(C)(C)C)C1(O)CCCCC1 (configuration not stated)	-0.5	95.0	0.0	-4.3	-10.2	-0.9	4.0	9.9	0.5	2.7
13	CCN(CC)C1=NC(=[N+](CC)CC)c2ccccc21	-5.4	99.0	0.1	5.7	4.8	-0.5	2.5	-17.9	9.7	3.5
14	O=P1(c2ccccc2)Nc2ccccc2N1c1ccccc1 (configuration not stated)	-0.8	99.0	0.5	-8.0	-4.5	1.2	3.8	?	-3.8	1.9
15	COc1cccc(N2C(=O)NC(=O)/C(=C\c3ccc([N+](=O)[O-])s3)C2=O)c1	-3.0	105.0	-0.2	.	-46.0	-1.0	28.6*	-1.7	2.2	0.3
16	O=S1(=O)CCN(CCc2c[nH]c3ccccc23)CC1	3.0	103.0	-0.2	-6.1	-13.0	-1.8	20.7	3.3	1.5	2.2
17	COC(=O)C1=Nc2ccccc2/C1=C\c1c(O)n(-c2ccc(Br)cc2)c(=O)[nH]c1=O	3.7	96.0	0.4	6.2	-6.4	-2.6	0.8	-5.8	3.0	19.0

Eight structures already listed, arranged by molecular weight, smallest number first:
no.	SMILES	Granule exo inh	ABCB6 inh 2	aDG glyco up	TLR9-MyD88 inh	NOD2 RIPK2 PPI	MC4R barr agon	MC4R antag cAMP	Vif inh	Glyco luc inh	ABHD5 PLIN5 PPI
2	CC(=O)c1ccc(-c2ccccc2)cc1	-3.3	106.0	0.1	2.6	6.8	-1.4	1.0	-0.5	-0.2	-0.3
13	CCN(CC)C1=NC(=[N+](CC)CC)c2ccccc21	-5.4	99.0	0.1	5.7	4.8	-0.5	2.5	-17.9	9.7	3.5
12	CCOP(=O)(C#CC(C)(C)C)C1(O)CCCCC1 (configuration not stated)	-0.5	95.0	0.0	-4.3	-10.2	-0.9	4.0	9.9	0.5	2.7
6	CC(C(=O)c1ccccc1)N1C(=O)c2ccccc2C1=O (configuration not stated)	2.6	99.0	-0.3	-11.5	0.0	-2.0	10.4	-1.5	1.4	0.0
15	COc1cccc(N2C(=O)NC(=O)/C(=C\c3ccc([N+](=O)[O-])s3)C2=O)c1	-3.0	105.0	-0.2	.	-46.0	-1.0	28.6*	-1.7	2.2	0.3
9	O=C1NC(=O)N(c2cccc(Br)c2)C(=O)/C1=C/c1ccsc1	-0.2	100.0	-0.4	7.1	-2.1	-2.5	0.9	-1.4	3.7	18.8
3	CC(=O)OC1N=C(c2ccccc2)c2cc(Br)ccc2N(C)C1=O (configuration not stated)	0.8	96.0	-0.2	9.4	0.5	-0.7	3.4	-3.3	2.0	1.8
7	CN1CCN(CCOC2c3ccccc3CSc3ccc(Cl)cc32)CC1 (configuration not stated)	11.7	98.0	1.5	12.4	11.7	-0.7	5.7	-8.7	-1.5	14.3

An excerpt, so the mix of outcomes need not match the whole.
